FBW7 act: FBW7 E3 ligase activators, primary screen, biochemical, AlphaScreen, human | F-box/WD repeat-containing protein 7 (Homo sapiens), Q969H0 | AlphaScreen FBW7–phospho-cyclin E peptide binding, activator screen | normalized activity (activation), % at 26.1 µM | actives 0.13% (n = 650,000); in the data active = normalized activity above about 1.9%;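 also: purified mutant Fbw7 with reduced substrate affinity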
TEAD-YAP inh: TEAD-YAP interaction inhibition, primary screen, TEAD-YAP interaction inhibitor project, luminescence, HEK-TIYL cells; AID 1259422, 2018; TEAD-Gal4/YAP UAS-luciferase luminescence; actives 1.4% (n = 640,000); inhibition, % at 9.12 µM; in the data active = inhibition above about 32%;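 also: 0% = median of test compound wells and 100% = reference inhibitor wells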
GPR151 ag: activators of human GPR151, primary screen, cell-based, PathHunter beta-arrestin, luminescence; activation, % at 11.2 µM; actives 1% (n = 650,000); G-protein coupled receptor 151 (Homo sapiens), Q8TDV0; PathHunter beta-arrestin GPR151 cells; AID 1508602, 2020; in the data active = activation above about 4.9%;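 also: 0% = median of compound wells and 100% = cells with positive control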
Target sequence (Q8TDV0 whole entry, looked up): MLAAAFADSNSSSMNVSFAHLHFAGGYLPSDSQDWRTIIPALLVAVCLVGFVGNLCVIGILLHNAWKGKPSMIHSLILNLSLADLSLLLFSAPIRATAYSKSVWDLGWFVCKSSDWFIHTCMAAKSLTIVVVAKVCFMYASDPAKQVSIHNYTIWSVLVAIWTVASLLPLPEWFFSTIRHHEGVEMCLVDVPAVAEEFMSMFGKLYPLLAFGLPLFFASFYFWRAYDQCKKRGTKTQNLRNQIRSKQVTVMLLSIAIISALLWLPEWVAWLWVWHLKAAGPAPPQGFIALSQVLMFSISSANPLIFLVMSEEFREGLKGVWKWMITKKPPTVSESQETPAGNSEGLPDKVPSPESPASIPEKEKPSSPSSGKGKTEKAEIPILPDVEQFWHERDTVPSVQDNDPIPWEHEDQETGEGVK
MITF inh: MITF inhibitors, primary screen, biochemical, AlphaScreen, human; Microphthalmia-associated transcription factor (Homo sapiens), O75030; inhibition, % at 2.6 µM; actives 0.91% (n = 650,000); AlphaScreen MITF homodimerization, bead proximity signal; in the data active = inhibition above about 50%;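 also: 0% = vehicle wells with protein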
Target sequence (O75030 whole entry, looked up): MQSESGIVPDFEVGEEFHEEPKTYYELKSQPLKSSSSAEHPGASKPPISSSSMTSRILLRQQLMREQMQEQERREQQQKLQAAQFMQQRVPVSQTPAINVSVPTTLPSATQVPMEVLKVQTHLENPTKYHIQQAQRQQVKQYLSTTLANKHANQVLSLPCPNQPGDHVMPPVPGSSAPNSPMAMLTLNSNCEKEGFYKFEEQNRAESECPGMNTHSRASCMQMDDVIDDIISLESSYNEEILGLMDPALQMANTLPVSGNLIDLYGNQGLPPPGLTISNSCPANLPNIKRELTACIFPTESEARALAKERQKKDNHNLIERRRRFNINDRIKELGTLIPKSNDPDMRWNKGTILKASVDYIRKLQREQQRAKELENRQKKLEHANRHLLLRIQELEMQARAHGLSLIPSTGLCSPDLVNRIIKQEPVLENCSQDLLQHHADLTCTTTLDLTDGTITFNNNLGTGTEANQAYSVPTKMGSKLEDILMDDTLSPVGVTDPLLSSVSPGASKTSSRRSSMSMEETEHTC
An asterisk follows results filed as active.

SMILES	FBW7 act	TEAD-YAP inh	GPR151 ag	MITF inh
COc1cc(NC(=O)c2sc3nc(N)c(C#N)c(-c4ccc(OC)c(OC)c4)c3c2N)c(OC)cc1Cl	0.3	-9.2	-2.1	15.1
N#CC1=C(N)N(c2sc3c(c2C#N)CCCCC3)C2=C(C(=O)CCC2)C1c1ccc(Cl)cc1 (stereo not drawn)	0.0	15.3	1.4	4.2
O=C(CSC1=NC(=O)C(Cc2ccccc2)C(=O)N1)Nc1ncc(Br)cc1Br (stereo not drawn)	0.3	2.6	-1.3	-7.8
CCC(C(=O)Nc1ccccc1C(=O)OC)c1ccccc1 (stereo not drawn)	0.3	-8.6	0.2	-17.9
Cc1c(NC(=O)/C(=C/c2cccs2)c2cccs2)c(=O)n(-c2ccccc2)n1C	-0.2	5.6	-1.9	18.4
Cc1noc(C)c1S(=O)(=O)NCCc1ccc(S(N)(=O)=O)cc1	-0.5	-4.5	-0.6	-22.5
COc1cccc(NC(=O)CN(c2ccc(C)cc2)S(=O)(=O)c2c(C)noc2C)c1	-0.1	-4.2	-0.2	-1.1
NC1=NC(=O)C(CC(=O)Nc2cccc(C(F)(F)F)c2)S1 (stereo not drawn)	0.1	1.8	2.3	-0.8
CCOC(=O)N1CCN(c2cc(N3CCN(C)CC3)c(F)cc2[N+](=O)[O-])CC1	0.5	5.0	8.3*	18.8
CCC[C@@H]1NC(=O)[C@@H]2C[C@H](NCc3ccccc3OC)CN2C1=O	0.1	2.3	1.3	-7.8
O=C(O)/C=C/C(=O)NNC(=O)c1ccc(O)cc1	0.6	-11.7	0.1	19.5
COC(=O)c1ccc(N2C(=O)CSC2c2c(F)cccc2Cl)cc1 (stereo not drawn)	0.1	-4.5	1.6	4.7
CCN=C1Sc2nc3cc4c(cc3cc2CN1Cc1cccnc1)OCO4	0.7	8.1	-1.3	18.2
O=C(Nc1cnccn1)Nc1ccc(Br)cc1Cl	-0.2	-7.0	0.2	-3.8
CN(CC(=O)Nc1ccc(Cl)c(C(F)(F)F)c1)S(=O)(=O)c1ccc(F)cc1	0.9	4.5	-0.4	-2.0
Cn1c(=O)[nH]c(=O)c2c1nc(N1CCCCC1)n2CC(O)c1ccccc1 (stereo not drawn)	-0.1	3.9	0.2	-11.1
Cc1ccc(NC(=O)CN2C(=O)C(C)(C)Oc3ccc(C(=O)NC(C)C)cc32)cc1	0.2	-6.7	0.8	-5.7
CCc1nnc(SCC(=O)Nc2ccc3c(c2)OCO3)o1	-0.1	-0.6	-0.3	13.3
S=c1[nH]nc(-c2ccccc2)c2ccccc12	0.3	-9.5	-1.4	19.0
COc1ccccc1C1=NOC(C(=O)NCCCn2ccnc2)C1 (stereo not drawn)	-0.1	-0.1	-0.5	0.5
COc1ccc(N2CCN(CCCNC(=O)C3CC(=O)N(C4CCCC4)C3)CC2)cc1 (stereo not drawn)	0.8	5.7	-0.9	15.1
CCOc1ccc(N2CC(C(=O)NCc3ccccc3OC)CC2=O)cc1 (stereo not drawn)	-0.1	2.9	1.4	3.7
Cc1ccc(S(=O)(=O)NCCSc2nnnn2-c2ccccc2)cc1	0.0	5.3	0.7	11.8
O=C(c1nn2c(C(F)(F)F)cc(-c3cccs3)nc2c1Cl)N1CCCCCC1	0.8	7.8	1.0	5.1
COc1ccc(-c2cc(NC3CC3)ncn2)cn1	0.1	-43.0	1.8	-4.6
CCOc1ccc(CNC(=O)Cn2cc3c(n2)CCCCCC3)cc1	0.2	-2.7	-1.3	13.2
Cc1ccc(C(C(=O)Nc2ccc3c(c2)OCO3)N(C)C(=O)/C=C\c2ccc3c(c2)OCO3)cc1 (stereo not drawn)	-0.3	0.9	1.4	0.8
CCC(C)C(=O)Nc1nnc(SCCOC)s1 (stereo not drawn)	0.0	-18.4	0.4	-4.2
CCn1c(Cc2ccccc2)nnc1SCC(=O)N(C)C1CCCCC1	0.0	4.7	-1.5	14.1
O=C(Cc1ccccc1)NC(NCCC12CC3CC(CC(C3)C1)C2)(C(F)(F)F)C(F)(F)F	0.0	12.2	2.3	-4.8
c1csc(-c2nc(-c3ccncc3)no2)c1	0.1	-40.7	-6.4	6.5
CCNc1nc(NC(C)C)nc(Oc2ccc(C=O)cc2)n1	0.2	-3.2	-0.1	12.0
Cc1cccc(Cn2c(C(=O)O)c(CNC3CCCCC3C)c3ccccc32)c1 (stereo not drawn)	-0.1	5.0	-0.3	-4.3
CCOc1ccc(-c2c(C#N)c(N)nc(SCC(=O)OC)c2C#N)cc1	0.0	-2.4	-1.5	-6.3
CNc1nnc(-c2cc3cc(OC)ccc3oc2=O)s1	0.2	-30.4	-1.7	11.9
Cc1n[nH]c(C)c1NC(=O)c1cccc(F)c1	-0.1	1.3	1.2	6.0
O=C(Nc1cccc(Br)c1)/C(=C/c1ccco1)NC(=O)c1ccco1	-0.1	2.7	4.1	0.8
CCOc1ccc(S(=O)(=O)N2c3ccc(C)cc3C(C)=CC2(C)C)cc1	-0.1	64.5*	1.2	-5.2
COC(=O)c1c(NC(=O)c2ccc(S(=O)(=O)N3CC(C)CC(C)C3)cc2)sc2c1CCN(C(C)=O)C2 (stereo not drawn)	0.5	15.7	-1.8	25.9
O=[N+]([O-])c1cc([N+](=O)[O-])c2cccnc2c1Nc1ccc(N2CCOCC2)cc1	-0.2	3.7	3.5	8.8
O=C(Nc1ccc2nn(-c3ccc(F)cc3)nc2c1)c1ccc([N+](=O)[O-])o1	0.8	-13.3	2.6	15.8
CCOC(=O)N1CCc2c(sc(NC(=O)c3ccc(S(=O)(=O)N4CCCCC4C)cc3)c2C(N)=O)C1 (stereo not drawn)	-0.1	14.6	0.6	-6.2
O=S(=O)(N1CCCCCC1)N1CCN(c2ccc(Cl)c(Cl)c2)CC1	0.1	9.0	1.2	-11.0
Cc1nc2sc3c(c2c(=O)n1NC(=O)C12CC4CC(CC(C4)C1)C2)CCCC3	-0.1	-10.8	-1.4	-4.8
O=C(Nc1ccc2oc(-c3ccccc3)nc2c1)c1cncc(Br)c1	0.8	-13.5	0.8	7.8
CC(=O)N1CCN(C2CCN(c3ccc(C(=O)NC(C)c4ccccc4)cc3)CC2)CC1 (stereo not drawn)	-0.1	-3.4	-0.7	-0.5
Cc1ccc(-c2cc(C(F)(F)F)n3nc(C(=O)Nc4cccc(C(F)(F)F)c4)cc3n2)cc1	0.0	0.7	2.2	17.5
CC(=O)Nc1ccc(C(=O)N2CC(C)CC(C)C2)cc1 (stereo not drawn)	0.1	0.6	-0.6	4.1

Shown with two lines to a compound: 2 of the compounds above.
Results follow in this order: FBW7 act	TEAD-YAP inh	GPR151 ag	MITF inh
> O=C(Nc1cccc(Br)c1)/C(=C/c1ccco1)NC(=O)c1ccco1
    -0.1	2.7	4.1	0.8
> CCOc1ccc(S(=O)(=O)N2c3ccc(C)cc3C(C)=CC2(C)C)cc1
    -0.1	64.5*	1.2	-5.2

Continuation.
SMILES	FBW7 act	TEAD-YAP inh	GPR151 ag	MITF inh
O=C(CN1C(=O)NC2(CCc3ccccc32)C1=O)NCc1ccco1 (stereo not drawn)	0.0	-12.0	-1.5	-14.4
O=[N+]([O-])c1ccccc1C1=Nc2ccccc2C(c2ccccc2)(c2ccccc2)O1	0.0	4.4	-0.4	7.2
CCn1c(=O)c2ccccc2n2c(SCC(=O)Nc3ccccc3C(F)(F)F)nnc12	0.1	12.5	0.2	10.1
COc1ccccc1NS(=O)(=O)c1cccc(S(=O)(=O)Nc2ccccc2OC)c1	-0.1	9.0	-0.6	7.3
CCn1cc(C(=O)N2CCOc3ccc(CN4CCOCC4)cc3C2)cn1	-0.1	-0.8	-0.1	1.6
COc1ccc(CN2CCc3nnc(CNS(=O)(=O)c4ccccc4)n3CC2)cc1C	-0.1	11.4	0.3	-12.9
CCOc1cccc(=O)c2c(C)n(Cc3ccccc3)c(C)c12	-0.1	6.2	1.7	-2.3
CCOC(=O)c1cc2c(=O)n3ccccc3nc2n(C)c1=NC(=O)c1ccccc1	0.0	-7.3	-1.8	13.0
CCc1ccc(Oc2nc3c(C)cccn3c(=O)c2/C=C(\C#N)C(N)=O)cc1	0.0	2.2	1.3	13.7
COc1ccc(C(=O)NCC(c2cccs2)S(=O)(=O)c2ccc(F)cc2)cc1 (stereo not drawn)	1.5	6.2	-1.2	21.9
CCn1cc(C(=O)N/N=C(/C)c2ccc(F)cc2)c(=O)c2cc(F)c(N3CCCC3)cc21	0.2	1.9	0.8	-17.1
O=C(Nc1nc2c(ccc3ccccc32)s1)c1cccc(Oc2ccccc2)c1	0.1	-4.4	1.3	-10.4
CCOc1ccc(CCN2C(=S)N(c3ccc(F)cc3)C(=O)C2CC(=O)Nc2ccc(C(=O)OC)cc2)cc1OCC (stereo not drawn)	0.1	12.7	0.8	12.2
N=C1c2ccccc2CN1c1ccc(C(O)(C(F)(F)F)C(F)(F)F)cc1	0.2	-16.9	0.4	5.5
Cc1cccc(OC(C)C(=O)N(Cc2ccccc2)C2CCS(=O)(=O)C2)c1C (stereo not drawn)	0.2	0.6	0.2	7.6
COc1ccc(C2/C(=C(/O)c3ccc(Cl)cc3)C(=O)C(=O)N2c2cccnc2)c(OC)c1 (stereo not drawn)	-0.3	-4.0	1.2	-8.1
COc1cc(C2C3=C(CC(C)(C)CC3=O)OC3=C2C(=O)CC(C)(C)C3)c(Br)cc1OCC(=O)O	-0.2	8.6	0.9	-6.0
CCCN1CCN(C(=O)c2cc(-c3ccncc3)nc3c(Cl)cccc23)CC1	-0.1	-6.0	1.4	3.1
Cc1ccc(C(=O)Nc2ccc(S(=O)(=O)Nc3cc(C)on3)cc2)cc1	0.3	-2.9	-1.2	11.7
COC(=O)C1=C(C)N(CC2CCCO2)C(=O)/C1=C\c1cccc(OC)c1O (stereo not drawn)	0.1	0.8	0.1	3.5
O=C(Nc1ccccc1C(=O)N1CCCCC1)c1cccc(I)c1	0.1	1.7	2.0	2.6
C=CCNC(=O)C(C)N1c2cccc3cccc(c23)S1(=O)=O (stereo not drawn)	0.0	-3.9	-0.7	2.5
O=C(NCc1ccc(F)cc1)c1ccc2nc3[nH]c4ccccc4c3nc2c1	-0.1	4.5	0.5	9.0
CC(C)=CCN1CCN(Cc2ccccc2Cl)CC1CCO (stereo not drawn)	-0.1	5.9	-1.5	3.9
CCc1ccc(CNCc2ccco2)cc1	0.0	-3.6	-0.7	-3.1
Cc1nc(N2CCC(N(C)C(C)C)CC2)nc2cc3c(cc12)CCC3	0.1	-3.3	-0.4	-7.0
N#C/C(=C\c1ccc(I)cc1)c1nc(-c2ccc(Br)cc2)cs1	0.0	-1.4	1.6	3.9
COc1ccc(N2CCn3c(SCc4cc(C)ccc4C)nnc32)cc1	-0.1	1.7	-0.1	2.9
Cc1nn(-c2ccccc2)c(C)c1N1CCN(C(=O)Cn2c(=O)oc3ccccc32)CC1	-0.1	2.8	0.1	25.4
O=C(Cn1cncc1-c1ccc([N+](=O)[O-])cc1)N1CCOCC1	0.6	-0.5	0.2	6.1
C/C(N)=C(/C#N)C(=O)COC(=O)c1oc2ccccc2c1COC(C)C	-0.2	-7.5	0.2	-0.2
Cc1ccc2c(c1)SC(C)C(=O)N2Cc1ccc(S(C)(=O)=O)cc1 (stereo not drawn)	-0.2	2.7	2.0	-12.9
O=C1C(Nc2cccc(Br)c2)=CC(c2cccc3ccccc23)N1c1cccc(Br)c1 (stereo not drawn)	0.0	-5.8	0.7	4.8
O=C(O)/C=C/c1cccc(-c2cnn3c(NCCc4ccccn4)ccnc23)c1	0.2	2.7	0.1	52.6*
CC(=O)NCC1Cc2cc(-c3cnccn3)cc(Cl)c2O1 (stereo not drawn)	-0.3	-7.4	0.6	-7.2
COc1ccc(CN(C)CCN(C)C)cc1	0.1	-2.9	-0.2	-10.2
NC(Cc1ccccc1)c1nc2ccc(-c3cccc4ncccc34)cc2[nH]1 (stereo not drawn)	-1.1	-4.9	4.1	-3.8
CCCC(CCC)C(=O)NCCCS(=O)(=O)N1CCN(c2ccccn2)CC1	-0.1	7.6	0.3	2.1

Three consecutive records from above, quoted:
SMILES	FBW7 act	TEAD-YAP inh	GPR151 ag	MITF inh
COc1ccc(N2CCn3c(SCc4cc(C)ccc4C)nnc32)cc1	-0.1	1.7	-0.1	2.9
Cc1nn(-c2ccccc2)c(C)c1N1CCN(C(=O)Cn2c(=O)oc3ccccc32)CC1	-0.1	2.8	0.1	25.4
O=C(Cn1cncc1-c1ccc([N+](=O)[O-])cc1)N1CCOCC1	0.6	-0.5	0.2	6.1

An excerpt of these results, bar-delimited.
mol | FBW7 act | TEAD-YAP inh | GPR151 ag | MITF inh
CC(=O)NCC1Cc2cc(-c3cnccn3)cc(Cl)c2O1 (stereo not drawn) | -0.3 | -7.4 | 0.6 | -7.2
COc1ccc(CN(C)CCN(C)C)cc1 | 0.1 | -2.9 | -0.2 | -10.2

Rows were taken by chance; about 3.4% have a hit in one of these screens.
